Assay outcomes (PubChem BioAssay)
CF NFkB block = blocks PAF-induced NF-kB reporter in cystic fibrosis cells | inhibition, % at 5 µM | KKLEB NF-kB-GFP reporter, GFP fluorescence overnight | 360,000 tested, 0.86% active;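 active = at least 50% inhibition at 5 µM, scaled per plate between neutral and stimulator controls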;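 note: PAF is a Pseudomonas aeruginosa culture filtrate used as stimulus; plate controls were PAF-stimulated DMSO wells for no effect and unstimulated DMSO wells for full effect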
C8 TRAIL sens = caspase-8 TRAIL sensitization | 360,000 tested, 1% active | NB7+C8 cells + TRAIL, ATPlite viability luminescence | inhibition (viability loss, TRAIL sensitization), % at 10 µM | AID 624354;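 active = compounds causing at least 50% loss of cell viability in the single-dose screen, relative to plate controls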
COUP-TFII inh = NR2F2 (human) inhibition, primary screen; HEK293T NGFI-A luciferase reporter, luminescence; inhibition, % at 8.6 µM; 370,000 tested, 0.7% active; P24468;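 active = inhibition above a per-plate cutoff, mean inhibition of test wells between control levels plus 3 SD, cut at about 38% in these data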;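 note: cells cotransfected with COUP-TFII expression vector driving the NGFI-A reporter; 0% = median of COUP-TF2 test wells and 100% = reporter-only cells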
Target sequence (P24468 whole entry, looked up): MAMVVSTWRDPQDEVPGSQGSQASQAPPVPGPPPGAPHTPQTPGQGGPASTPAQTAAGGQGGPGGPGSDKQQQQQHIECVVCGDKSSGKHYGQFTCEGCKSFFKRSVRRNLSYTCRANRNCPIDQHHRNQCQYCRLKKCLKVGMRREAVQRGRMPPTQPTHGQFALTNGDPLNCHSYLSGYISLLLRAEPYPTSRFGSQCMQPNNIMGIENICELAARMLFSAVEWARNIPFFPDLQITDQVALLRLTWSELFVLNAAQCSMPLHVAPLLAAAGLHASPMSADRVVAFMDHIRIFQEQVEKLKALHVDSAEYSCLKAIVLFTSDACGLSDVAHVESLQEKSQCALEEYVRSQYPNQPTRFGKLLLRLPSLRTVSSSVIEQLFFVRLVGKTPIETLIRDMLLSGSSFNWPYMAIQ
Shn3 inh set2 = Schnurri-3 reporter inhibition in Clone20 osteoblasts; Clone20 osteoblast Shn3 3'UTR firefly luciferase, 24 h; inhibition, % at 12.5 µM; AID 588674; 360,000 tested, 0.52% active;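 active = mean inhibition of at least 75% with every replicate also reaching 75%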;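 note: 0% = median of neutral control wells and 100% = pilot-screen positive control compound; some compounds past the cut are filed as inactive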
LRH-1 inv ag = inverse agonists of human LRH-1 (NR5A2); O00482; HEK293T StAR-luciferase reporter, LRH-1 transfected, 24 h; inhibition, % at 3.6 µM; 360,000 tested, 0.13% active; AID 602396;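 active = inhibition above the mean inhibition of all tested compounds plus 3 SD, cut at about 73% in these data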;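 note: 0% = DMSO wells and 100% = reporter-only cells lacking LRH-1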
Target sequence (O00482 whole entry, looked up): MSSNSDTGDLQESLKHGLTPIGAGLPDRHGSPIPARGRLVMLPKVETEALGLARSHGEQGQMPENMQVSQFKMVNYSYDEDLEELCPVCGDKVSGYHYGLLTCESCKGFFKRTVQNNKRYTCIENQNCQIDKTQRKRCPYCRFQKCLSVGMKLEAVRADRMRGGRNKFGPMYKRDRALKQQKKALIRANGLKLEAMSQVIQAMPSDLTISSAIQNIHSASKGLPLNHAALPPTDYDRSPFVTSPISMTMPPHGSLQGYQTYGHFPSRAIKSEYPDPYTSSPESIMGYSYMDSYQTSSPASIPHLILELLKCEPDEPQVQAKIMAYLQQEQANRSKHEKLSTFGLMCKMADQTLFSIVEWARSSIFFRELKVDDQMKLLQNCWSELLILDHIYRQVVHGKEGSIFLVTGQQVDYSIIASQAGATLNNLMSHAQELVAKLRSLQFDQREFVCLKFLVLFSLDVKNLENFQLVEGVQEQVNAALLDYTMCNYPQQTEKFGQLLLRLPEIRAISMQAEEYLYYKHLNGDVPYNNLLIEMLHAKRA
KKLEB cytotox = counter-screen for CF NF-kB inhibitors: cytotoxicity | KKLEB CF airway cells viability, ATPlite luminescence, overnight; stronger effect = lower value; cells stimulated with P. aeruginosa culture filtrate | activity change (cytotoxicity), % at 5 µM | 360,000 tested, 0.36% active;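 active = corrected activity change at or below -50% at 5 µM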
LMP1 NFkB inh = reduces LMP1-driven NF-kappaB luciferase signal; inhibition, % at 12.5 µM; LMP1-induced NF-kappaB luciferase reporter cells, luminescence; 350,000 tested, 0.69% active; in the data active = inhibition above about 41%;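 note: 0% = neutral control wells and 100% = reference inhibitor control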
TROY signal inh = blocks TROY-dependent signaling in reporter cells | Q293 LMP1-TROYcd NF-kB luciferase reporter, 4 h | inhibition, % at 10 µM | 360,000 tested, 0.98% active;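 active = compounds whose plate-normalised and pattern-corrected inhibition of the luciferase reporter signal at the single screening dose is 50% or more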
SRC1 inh = inhibits human SRC1 coactivator. inhibition, % at 3.6 µM. 360,000 tested, 0.12% active. HEK293 GAL4-SRC1 luciferase reporter, luminescence. Q15788;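 active = inhibition above the campaign mean plus 3 SD, with each screening campaign given its own cutoff, cut at about 60% in these data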;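 note: 0% = DMSO treated cells and 100% = gossypol at 36 µM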
TWEAK-Fn14 inh = inhibitors of TWEAK-Fn14 interaction signaling | 360,000 tested, 2% active | inhibition, % at 10 µM | AID 1159606 | TWEAK-stimulated Fn14 reporter cells, luciferase luminescence, 8 h; in the data active = inhibition above about 50%
NCOA3 inh = human NCOA3 inhibition. HEK293 GAL4-SRC3 luciferase reporter, luminescence. inhibition, % at 3.6 µM. Q9Y6Q9. 360,000 tested, 0.17% active;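 active = inhibition above a per-campaign cutoff, the mean of all compounds plus 3 SD, cut at about 60% in these data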;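 note: 0% = DMSO-treated cells and 100% = gossypol-treated cells at 36 µM; higher means less SRC3-driven luciferase light from the GAL4 reporter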
* hit, by the source's call; . = no result given. A portion of the library. The share of hits here may be higher or lower than overall.

entry	structure	CF NFkB block	C8 TRAIL sens	COUP-TFII inh	Shn3 inh set2	LRH-1 inv ag	KKLEB cytotox	LMP1 NFkB inh	TROY signal inh	SRC1 inh	TWEAK-Fn14 inh	NCOA3 inh
1	O=C(O)/C=C/c1coc2ccccc2c1=O	0	3	-2	-10	-3	-4	4	-20	17	1	9
2	CC1(C)CN(c2ccc(F)cc2)C1=O	-5	-6	0	-21	-12	-2	-8	6	-6	2	-10
3	O=C(Nc1cccc(F)c1)C1CCCN(S(=O)(=O)c2ccccc2)C1 (stereo not given)	19	-15	-2	5	-13	-19	-11	8	6	12	8
4	Cc1ccc(C(C(=O)NC2CCCCC2)N(C(=O)CCCC(=O)Nc2ccccn2)c2ccc3c(c2)OCCO3)cc1 (stereo not given)	-14	-5	3	13	9	10	15	18	-34	24	0
5	CC(=O)N1CCc2cc(NS(=O)(=O)c3cccs3)ccc21	6	3	-4	6	-6	5	-7	.	3	15	7
6	O=C(Nc1nccs1)c1ccc(N2CCOCC2)c([N+](=O)[O-])c1	15	12	-40	-47	-113	-5	-20	-46	-83	-2	-105
7	C[C@H]1CN([C@@H](C)CO)C(=O)CCCn2nncc2CO[C@@H]1CN(C)Cc1cccc(O)c1	6	-8	-4	-2	12	5	0	-5	-1	-11	3
8	COc1ccccc1C(=O)NNC(=O)C(=O)Nc1ccc(C)c(Cl)c1	0	11	-19	10	6	6	11	11	23	-24	13
9	NC(=S)N/N=C\c1c(OCc2ccccc2Cl)ccc2ccccc12	-9	14	36	16	11	12	17	22	18	57*	39
10	CN(C)/C=C1/C=C(C=O)OC1=O	-14	-1	-13	11	-1	11	2	6	-3	-15	12
11	O=C(CNc1cccc(C(F)(F)F)c1)N/N=C/C1CCCCC1	11	-8	-6	10	8	-2	-2	-5	11	1	7
12	O=C(c1cc(-c2cccc(O)c2)on1)N1CCCCCC1	19	14	-50	-90	-132	-7	2	-22	-71	-8	-99
13	O=C1/C(=C/c2ccc(O)cc2)COc2ccccc21	-1	35	-17	-27	-26	-1	-1	15	-39	66*	-61
14	CC(=O)Nc1ccc2nc(NC(=O)COc3ccc(C)cc3)sc2c1	13	9	-16	-13	-13	10	-6	-41	-8	-7	-4
15	CCOc1cc(N2CCOCC2)c(OCC)cc1NCC(=O)N1CCN(Cc2ccccc2)CC1	3	-4	-22	-12	-2	14	2	7	-14	-28	8
16	Cc1ccccc1OCC(=O)NNC(=O)C1CCCCC1C(=O)O (stereo not given)	12	4	-34	-22	-23	-2	4	24	-7	3	6
17	CCCCOC(=O)c1ccc(NC(=O)c2ccoc2C)cc1	4	7	-52	-17	-63	-8	11	-51	-37	-33	-35
18	COc1cc(NCCCCC(C)N)c2nccc(C)c2c1 (stereo not given)	45	54*	17	1	22	10	-2	-9	-29	6	-24
19	O=C(NC(c1ccc(-c2ccccc2)cc1)c1cnccn1)C1CCN(Cc2ccc(Cl)c(Cl)c2)CC1 (stereo not given)	4	10	0	-6	-3	-14	.	24	2	11	-16
20	O=C(Cn1c(=O)cnc2ccccc21)N1CCN(S(=O)(=O)c2ccc(F)cc2)CC1	16	14	-12	-8	9	5	5	-12	-3	4	-15
21	Cc1cc([N+](=O)[O-])ccc1NC(=O)C1CCCO1 (stereo not given)	-18	-8	2	-19	29	8	2	-15	-18	-22	13
22	N/C(=N\N=C\c1cccc([N+](=O)[O-])c1)c1nonc1N	-37	-19	-57	-106	-132	13	.	-32	-74	-25	-45
23	Cc1ccc(C(C(=O)NCc2ccccc2)N(C(=O)c2csnn2)C2CC2)cc1 (stereo not given)	11	-16	1	-2	-1	-3	2	-6	6	6	3
24	O=C(NNC(=O)C1[C@H]2CCCC[C@@H]12)c1ccc(=O)oc1 (stereo not given in full)	0	17	-4	.	-4	-3	-12	-20	1	5	12
25	CCCn1nnnc1NCc1cc(Br)ccc1OC	-4	-2	-6	-2	-4	12	-9	-12	16	15	16
26	COc1ccc(C(C)(NC(C)=O)c2nc(-c3ccc(F)c(Cl)c3)cs2)cc1 (stereo not given)	-20	13	2	-34	-7	0	.	34	-6	-7	1
27	O=C(CN1CCCCC1)NNC(=O)c1cccc(Br)c1	-13	-13	1	0	-5	-2	-6	-21	-2	-18	-9
28	O=C(CSc1nc(-c2ccccc2)cs1)Nc1nccs1	0	23	-5	-3	-8	-17	32	-12	-15	-3	-15
29	Cc1cccc(N2CCN(C(=O)COc3ccc4c(C)cc(=O)oc4c3C)CC2)c1C	10	3	7	31	-28	4	11	30	-27	6	-23
30	COc1ccc(O)c(C(=O)c2cc(C(=O)NCCc3ccccc3)c(=O)n(CCc3ccccc3)c2)c1	7	4	11	0	11	-10	4	-7	-1	35	1
31	Cc1ccc(C)c(-n2c(-c3ccncc3)n[nH]c2=S)c1	-2	-2	11	9	5	8	-9	-7	1	0	12
32	CC(NC1=CC(=O)c2cccnc2C1=O)C(O)c1ccccc1 (stereo not given)	80*	83*	9	-12	19	-32	3	7	-16	16	-8
33	CC(C)CCn1c(O)c(N=NC(=O)Cn2ccc(C(F)(F)F)n2)c2ccccc21	24	-7	7	4	23	-14	8	-5	10	0	7
34	Cc1ccc(NC(=S)N2CC(C)OC(C)C2)cc1C (stereo not given)	-2	5	14	31	0	19	0	16	13	-3	-22
35	CCC(=O)N1Cc2cc(C(=O)N(C)C)nc(-c3cccc(-c4cncnc4)c3)c2[C@@H]1CCO	.	-6	-7	.	-3	.	.	5	.	-15	.
36	COc1ccc(NC(=O)CCCn2cnc3ccccc3c2=O)c(OC)c1	-6	7	-12	4	0	0	0	11	14	14	0
37	CCC(C)[C@H](NC(=O)NCc1cccnc1)C(=O)OC (stereo not given in full)	3	-11	8	-14	17	-4	52*	8	-10	2	3
38	CCOC(=O)CSc1nc2nc(C)cc(C)n2n1	9	7	22	8	20	0	2	-9	-8	-15	-2
39	COc1ccc(-c2nc(CN3CCCCC3c3nccn3C)c(C)o2)c(C)c1C (stereo not given)	6	-5	2	32	-1	-9	11	5	-3	-26	11
40	Cc1ccc(CNC(=O)C2(C)CCN2C(=O)Cc2ccc(-c3ccccc3)cc2)cc1 (stereo not given)	12	8	14	8	-5	-22	.	7	-5	42	14
41	COc1ccc(NC(=O)c2ccc(Br)c(S(=O)(=O)N3CCOCC3)c2)cc1	-5	-7	17	4	0	1	-3	20	-5	9	11
42	Nc1c(C(=O)N/N=C/c2ccccc2Cl)oc2nc(-c3ccccc3)cc(-c3ccco3)c12	-44	-29	-11	-16	2	19	6	-3	-19	2	-10
43	O=C1NC2(CCCC2)N=C1c1ccc(F)cc1	3	-23	6	-3	11	4	-3	-2	-1	-19	-21
44	CCOC(=O)C1(CCCc2ccccc2)CCN(C(=O)c2cc(C)nc(C)n2)CC1	6	1	-5	-4	-5	-1	-7	9	7	8	17
45	CSC(=S)N/N=C(\C)c1ccccc1	-16	-1	-20	-9	-4	6	4	9	11	-5	-4
46	CC(=O)n1nc(-c2ccc(Cl)cc2)nc1NCc1ccco1	7	3	-11	-78	-44	-9	-6	-39	-31	-41	-21
47	Cc1ccc(OCCOCCN(C)C)c(Cl)c1	12	-6	6	8	12	2	-3	-9	10	2	-11
48	COc1ccc2[nH]c(=O)c(CN(CCN3CCCC3)C(=O)Nc3ccccc3Cl)cc2c1	28	0	9	7	8	0	20	15	45	5	47
49	CC(=O)OC(C(=O)NCc1ccco1)c1cccnc1 (stereo not given)	13	-5	3	-7	-14	0	-5	3	-5	20	7
50	CCOC(=O)COc1ccc(Br)cc1/C=C\c1[nH]c(=O)[nH]c(=O)c1[N+](=O)[O-]	-8	-2	9	5	-11	17	2	3	-11	74*	13

Reprinted at random: seven compounds from above
entry	structure	CF NFkB block	C8 TRAIL sens	COUP-TFII inh	Shn3 inh set2	LRH-1 inv ag	KKLEB cytotox	LMP1 NFkB inh	TROY signal inh	SRC1 inh	TWEAK-Fn14 inh	NCOA3 inh
41	COc1ccc(NC(=O)c2ccc(Br)c(S(=O)(=O)N3CCOCC3)c2)cc1	-5	-7	17	4	0	1	-3	20	-5	9	11
50	CCOC(=O)COc1ccc(Br)cc1/C=C\c1[nH]c(=O)[nH]c(=O)c1[N+](=O)[O-]	-8	-2	9	5	-11	17	2	3	-11	74*	13
33	CC(C)CCn1c(O)c(N=NC(=O)Cn2ccc(C(F)(F)F)n2)c2ccccc21	24	-7	7	4	23	-14	8	-5	10	0	7
42	Nc1c(C(=O)N/N=C/c2ccccc2Cl)oc2nc(-c3ccccc3)cc(-c3ccco3)c12	-44	-29	-11	-16	2	19	6	-3	-19	2	-10
48	COc1ccc2[nH]c(=O)c(CN(CCN3CCCC3)C(=O)Nc3ccccc3Cl)cc2c1	28	0	9	7	8	0	20	15	45	5	47
28	O=C(CSc1nc(-c2ccccc2)cs1)Nc1nccs1	0	23	-5	-3	-8	-17	32	-12	-15	-3	-15
36	COc1ccc(NC(=O)CCCn2cnc3ccccc3c2=O)c(OC)c1	-6	7	-12	4	0	0	0	11	14	14	0

Remaining list, next part
entry	structure	CF NFkB block	C8 TRAIL sens	COUP-TFII inh	Shn3 inh set2	LRH-1 inv ag	KKLEB cytotox	LMP1 NFkB inh	TROY signal inh	SRC1 inh	TWEAK-Fn14 inh	NCOA3 inh
51	CC(=O)N/C(=C/C(C)C)c1ccccc1	-5	3	5	8	-9	0	-3	-12	1	-9	15
52	Cc1ccc(C(C)C)c(OCc2nc(-c3nonc3N)no2)c1	-1	-23	-11	8	-26	-14	-16	-45	-15	-35	-16
53	O=C(Cc1ccccc1)Nc1ccc(C(=O)Nc2ccccc2C(=O)O)cc1	19	12	-6	5	7	0	-4	26	3	-5	-4
54	COc1ccc(CCNc2nc(C)cc(C)n2)cc1OC	-2	-4	8	7	-17	0	12	13	5	-16	-1
